Compound activity as filed in PubChem.
S2 tox: Viability Counterscreen for Primary qHTS for Inhibitors of ATXN expression. S2 cells (HEK-293 line with an ATXN2-luciferase reporter) viability, CellTiter-Fluor protease fluorescence, 24 h. Potency, µM (series often up to 56.7 µM), actives largely listed as cytotoxic. 0.49% of 400,000 active. AID 651635, 2014; also: potency is read from the fitted curve at half-maximal effect; nearly all actives have a fitted effect of over 40% in size
CCT chaperon mod: High-Throughput Screening for Modulators of Cytosolic Chaperonin Activity; activity change, % (concentration not given with the values), hits read low; 0.3% of 360,000 active; purified chaperonin ATPase assay, HTRF ADP detection, 30 min; AID 651819, 2012; in the data active = activity change below about -30%; also: % is scaled to controls: 0 for no effect and ±100 for the full control effect
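Enzyme 40 or 20 nM (batch-dependent) in Tris pH 7.4/KCl/MgCl2/DTT; cpd 76 uM single point; ATP 10 uM; 30 min 37 °C; Transcreener ADP HTRF detection, 30 min RT; ratio 665/615.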
HepG2 tox: qHTS for Inhibitors of TGF-b: Cytotox Counterscreen. HepG2 CAGA-GFP viability, ATP luminescence, 18 h. Potency, µM (series often up to 46.1 µM), for the others: top-dose activity change, negative = cytotoxicity, actives largely listed as cytotoxic. 0.76% of 410,000 active; also: potency is read from the fitted curve at half-maximal effect; some results filed as inactive show a strong effect at the top dose
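CellTiter-Glo luminescence gave cytotoxicity after 18 hours at 37 degrees C. The cells were HepG2 CAGA-GFP in 1% FBS DMEM, stimulated with 500 pg/mL TGF-beta after compound addition. %Activity was normalised to no-cell wells (complete cell-killing) and DMSO (no toxicity), and curves were fitted and classified.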
A549 viability: Nrf2 qHTS screen for inhibitors: counterscreen for cytotoxicity; A549 ARE-Fluc cells, CellTiter-Fluor viability, 18-24 h; Potency, µM (doses to about 46 µM), inactives show at the highest dose activity change, negative = cytotoxicity, hits mostly inhibitors; 0.16% of 390,000 active; also: potency is read from the fitted curve at half-maximal effect; % is scaled to controls: 0 for no effect and ±100 for the full control effect
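Cytotoxicity counterscreen: CellTiter-Fluor fluorescence was measured in A549 ARE_Fluc cells after 18-24 h of compound exposure in a concentration series. The subsequent BugLite luminescent read reports ARE-luciferase activity.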
TGFb inhibitor: qHTS for Inhibitors of TGF-b | HepG2 CAGA-GFP TGF-b/SMAD3 reporter, GFP fluorescence, 18 h; TGF-beta stimulated, 500 pg/mL final | Potency, µM (titrated, usually from 46.1 µM), without a hit: at the highest dose activity, negative = inhibition, actives largely listed as inhibitors | 1.2% of 410,000 active; also: potency is read from the fitted curve at half-maximal effect; % is scaled to controls: 0 for no effect and ±100 for the full control effect; nearly all actives have a fitted effect of over 65% in size
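GFP signal (ex488/em500-530) from TGF-beta-stimulated HEPG2 CAGA-GFP cells, 500 pg/mL final, 18 h at 37 degrees C in DMEM plus 1% FBS, normalized to unstimulated and DMSO-stimulated controls.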
Akt phos inh: HTS Assay for Inhibitors of Akt Phophorylation: Primary Screen | Neuro2A IGF-stimulated pAkt S473 HTRF, 20 min; stronger effect = lower value | activity change, % for hits at 50 µM | 0.32% of 360,000 active; in the data active = activity change below about -80%; inconclusive = mostly about -51% to -80%; also: % is scaled to controls: 0 for no effect and ±100 for the full control effect
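Neuro2A cells (4,500/well, DMEM with 0.5% FBS) were treated with compound at a single 50 µM final concentration, stimulated with 6 nM IGF for 20 min at 37 °C, and lysed. Phospho-Akt Ser473 was read by HTRF as 665/615 ratio ×10^4.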
Nrf2 block: Nrf2 qHTS screen for inhibitors | A549 ARE-Fluc reporter, luciferase luminescence, 18-24 h | Potency, µM (top dose mostly 46 µM), without a hit: at the highest dose activity change, negative = inhibition, usual class: inhibitors | 2.1% of 360,000 active | AID 504444, 2011; also: potency is read from the fitted curve at half-maximal effect; % is scaled to controls: 0 for no effect and ±100 for the full control effect; nearly all actives have a fitted effect of over 60% in size
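In this cell-based qHTS, ARE-driven firefly luciferase in A549 cells reports Nrf2 activity; the luminescent signal after BugLite lysis is the measured value, with a prior CellTiter-Fluor read for cell health.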
Mm-Cpn inhibitor: Inhibitors of TCP-1 ring complex (TRiC) of Methanococcus maripaludis (MmCpn): qHTS. purified Mm-Cpn ATPase, ADP Transcreener TR-FRET. Potency, µM (doses to about 76.9 µM), without a hit: at the top dose activity, negative = inhibition, actives largely listed as inhibitors. 0.031% of 330,000 active; also: potency is read from the fitted curve at half-maximal effect; % is scaled to controls: 0 for no effect and ±100 for the full control effect; nearly all actives have a fitted effect of over 80% in size
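ATP (10 uM final) was added to archaeal chaperonin (25 nM final) after 10 min exposure to test compound at 37°C; after 30 min further incubation, ADP was detected by competitive TR-FRET.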
Nrf2 ARE act: qHTS of Nrf2 Activators; Potency, µM (titrated, usually from 46.1 µM), inactives show at the top dose activation, usual class: activators; AID 624171, 2012; AREc32 ARE-luciferase reporter (MCF7-derived line), luminescence, 24 h; 0.31% of 410,000 active; also: potency is read from the fitted curve at half-maximal effect; % of control where 0% means no effect; nearly all actives have a fitted effect of over 65% in size
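Quantitative high-throughput format: AREc32 reporter cells, 1000 per well, received compound by pin transfer and were incubated 24 hr at 37 deg C, 5% CO2, before Steady-Glo luminescence detection.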
* hit, by the source's call; i = inactive; ? = inconclusive; . = no result given; [ ] = remark or other dose. Unless noted, calls follow the shape of the dose curve; as a rule, active = well fitted curve in the direction sought with a large enough effect; inconclusive = small, poorly fitted or top-dose-only effect, or another doubt; inactive = no such curve, though single readings can be large; an effect the other way counts as inactive or inconclusive. No enrichment for hits, and some 4.4% of all compounds hit somewhere here.

SMILES | S2 tox | CCT chaperon mod | HepG2 tox | A549 viability | TGFb inhibitor | Akt phos inh | Nrf2 block | Mm-Cpn inhibitor | Nrf2 ARE act
COc1ccc(Cc2noc(CN(C)CCN3CCc4ccccc4C3)n2)cc1OC | . | 0.6 | 2.3% | 15.1% | -4.5% | i | 11.5% | 1.4% | -0.2%
COc1ccccc1N(CC(=O)Nc1ccc2c(c1)OCCO2)S(C)(=O)=O | i | -6.3 | -3.6% | -5.7% | 7.8% | i | 23.1% | -1.1% | -0.2%
COc1ccc2sc(N(CCN(C)C)C(=O)c3cc(Cl)sc3Cl)nc2c1 | i | -1.3 | -5.6% | 6.7% | -12.5% | i | 9.4% | -0.7% | 5.4%
CCCOc1ccc(C(=O)OCC(=O)c2c(N)n(C)c(=O)n(C)c2=O)cc1OC | i | 0.7 | -0.3% | -0.7% | 6.5% | i | 2.3% | -4.9% | 0.3%
CC(=O)c1oc2ccccc2c1NC(=O)COC(=O)c1ccc(-n2nc(C)cc2C)cc1 | i | -2.9 | 0.8% | -3.1% | -6.6% | i | 7.1% | -13.6% | 0.2%
c1cc(CNc2ccc3c(c2)OCO3)ccn1 | i | -0.5 | 1.0% | 2.6% | 3.1% | i | 1.0% | -1.8% | -0.7%
COc1cc(OC)c(NC(=O)CC(C)=O)cc1Cl | i | 0.5 | 16.1% | 1.8% | 10.6% | i | 16.8% | 3.6% | 3.9%
Cc1noc(C)c1S(=O)(=O)N(CC(=O)N1CCCC1)c1ccc(C(C)C)cc1 | i | -1.1 | -15.2% | -0.6% | -20.3% | i | -3.4% | 1.0% | -0.4%
Cc1cc(NC(=O)COC(=O)COc2ccc(C(=O)c3ccccc3)cc2)no1 | i | 0.5 | -14.5% | 1.1% | -25.5% | i | 9.0% | -1.9% | -0.7%
CCOc1ccc(S(=O)(=O)Nc2ccccc2C(=O)NCC2CCCO2)cc1 (stereo unspecified) | i | -8.4 | -11.0% | 3.5% | -15.2% | i | 7.0% | -0.5% | -0.3%
CCOC(=O)c1ccc(Oc2cn[nH]c2-c2ccc(O)cc2O)cc1 | i | -1.1 | -16.8% | 6.4% | ? | i | ? | 2.5% | -0.6%
CCn1cc(Cl)c(C(=O)Nc2cccc(C(F)(F)F)c2)n1 | i | -0.9 | -29.8% | 10.4% | -10.4% | i | ? | 1.5% | 6.0%
Cc1ccc(C(=O)NCc2ccccn2)cc1NC1=NC2CS(=O)(=O)CC2S1 (stereo unspecified) | i | -1.0 | -6.1% | -1.7% | -1.4% | i | 4.5% | 0.2% | 0.1%
O=C(/C=C/c1ccco1)NC(=S)Nc1ccccc1N1CCCC1 | i | -3.2 | -23.3% | 16.4% | -13.1% | i | -2.5% | -6.8% | ?
O=C(CN1CCN(c2ccc(F)cc2)CC1)N1CCC(Cc2ccccc2)CC1 | i | 0.2 | -89.3% | 17.3% | -40.8% | i | -19.4% | -1.0% | 2.7%
O=C(Oc1ccc2c(c1)C(=O)c1ccccc1CO2)c1ccccc1 | i | -2.5 | -30.5% | 1.2% | -1.9% | i | ? | 0.0% | 11.8%
Cc1ccc(NC2c3ccccc3C(=O)N2CCN2CCOCC2)cc1 (stereo unspecified) | ? | -0.3 | -4.3% | 0.6% | -17.1% | i | 15.0% | 1.4% | 0.4%
CCOc1ccc(C(=O)NC(=S)NC2CCCC2)cc1[N+](=O)[O-] | ? | 1.8 | -31.8% | 15.9% | ? | i | -0.1% | 0.0% | 0.0%
O=C(Cn1ncc2c(=O)oc3ccccc3c21)NCCc1ccsc1 | i | -1.1 | 1.1% | 5.6% | 2.8% | i | 11.8% | 1.2% | 0.4%
CCc1ccc(CNCc2c(C(=O)O)n(Cc3cccc(F)c3)c3cc(OC)ccc23)cc1 | 31.6µM* | . | -101.3% | ? | ? | . | -10.9% | . | -1.6%
CCOC(=O)C1CCCN(c2nc3ccccc3nc2C(C#N)C(=O)NCc2ccccc2)C1 (stereo unspecified) | i | -3.1 | 1.6% | -5.5% | 9.3% | i | . | -0.8% | 0.4%
Cc1c(C(=O)N/N=C/c2ccc(O)c(Br)c2)sc(N)c1C#N | i | -7.6 | -30.8% | 0.2% | ? | i | 3.2% | -5.0% | 21.5%
CCOC(=O)c1c(NC(=O)C2=COCCO2)sc2c1CCN(C(=O)OC)C2 | i | -0.8 | 2.0% | 1.6% | 0.0% | i | ? | 0.1% | -0.2%
CCCCn1c(SCC(=O)c2ccc(OC)cc2OC)nc2cc(S(N)(=O)=O)ccc21 | i | -0.3 | -16.1% | -12.7% | -11.5% | i | -25.9% | -7.3% | 0.8%
CCSc1nnc(NC(=O)c2cc(=O)c3cc(C)ccc3o2)s1 | i | . | -0.6% | 5.2% | -2.7% | . | 9.6% | . | -1.2%

Continuation:
SMILES | S2 tox | CCT chaperon mod | HepG2 tox | A549 viability | TGFb inhibitor | Akt phos inh | Nrf2 block | Mm-Cpn inhibitor | Nrf2 ARE act
Cc1ccc(C(=O)Nc2cc3c(cc2N2CCCCC2)n(C)c(=O)n3C)cc1 | i | -1.5 | 1.5% | 0.8% | -3.3% | i | 1.1% | -0.8% | 0.2%
CCNC(=O)c1sc(-c2ccccc2)nc1C | i | -1.1 | -5.2% | 0.7% | -3.4% | i | 6.3% | -1.8% | 1.0%
O=C(NC(=S)NN1CCCCC1c1cccnc1)c1ccc(Cl)cc1Cl (stereo unspecified) | i | 0.4 | 5.8% | 0.9% | -0.2% | i | -3.3% | 2.6% | 0.0%
CC(C)(C)N1C(=O)c2ccc(C(=O)Nc3ccc(-c4nc5ccccc5[nH]4)cc3)cc2C1=O | i | -1.7 | 16.2% | 1.0% | 16.1% | i | -5.4% | -1.1% | -0.8%
CCN(CC)CCN1C(=O)C(=O)/C(=C(/O)c2c(C)[nH]c(C(=O)OC)c2C)C1c1ccc(C)o1 (stereo unspecified) | i | -1.9 | -29.1% | -9.2% | -7.4% | i | -4.3% | -0.9% | 2.6%
CCNC(=S)N1CCN(S(=O)(=O)c2ccccc2C(F)(F)F)CC1 | i | -2.7 | 2.5% | 6.2% | -4.7% | i | -14.2% | 0.1% | -0.4%
CCc1cc2cc(OC)ccc2nc1SCC(=O)NNC(=O)c1ccco1 | i | -2.1 | 4.1% | 1.1% | -23.7% | i | 21.3% | -0.5% | 0.6%
Cc1ccc(S(=O)(=O)N[C@H](C(=O)Oc2ccc3c(C(F)(F)F)cc(=O)oc3c2)c2ccccc2)cc1 | . | -1.3 | -6.9% | 4.8% | 16.9% | i | 0.6% | -4.5% | 2.5%
O=[S+]([O-])([O-])c1ccc2c(c1)cc([S+](=O)([O-])[O-])c1nn(-c3ccc(/C=C/c4ccc(-n5nc6c([S+](=O)([O-])[O-])cc7cc([S+](=O)([O-])[O-])ccc7c6n5)cc4[S+](=O)([O-])[O-])c([S+](=O)([O-])[O-])c3)nc12 | . | . | -15.6% | 8.5% | -14.6% | . | 0.0% | . | .
O=C1CC(c2ccccc2)n2nc(NC(=O)c3ccccc3)nc2N1 (stereo unspecified) | . | -0.6 | -2.1% | -0.7% | -2.5% | . | 17.1% | 0.0% | -0.9%
CCOC(=O)c1oc2ccccc2c1NC(=O)C1CCCCC1 | i | 1.0 | -7.1% | 8.4% | 0.0% | i | 4.9% | -0.3% | -0.7%
Cc1nnc(SCC(=O)NNC(=O)c2ccccc2)n1Cc1ccccc1 | i | -0.1 | 6.0% | -1.9% | 2.5% | i | 3.1% | 1.1% | -0.7%
N/C(COc1ccc(Cl)cc1Cl)=N\O | i | -0.5 | 95.5% | ? | 54.6%[activator] | i | 20.5% | 0.9% | -0.1%
COc1ccc(C(=O)c2oc3ccc(Br)cc3c2NC(C)=O)cc1 | i | -5.7 | -1.2% | 3.1% | 11.4% | i | -4.1% | -9.6%[15.4 µM] | -1.2%
CCOC(=O)CNC(=O)Cn1nc(N2CCN(c3ccccc3)CC2)ccc1=O | i | . | 3.5% | -5.0% | -4.3% | . | -27.6% | . | -0.3%
COc1cc(NC(=O)c2ccccc2Cl)c2ncccc2c1 | i | -1.7 | -29.1% | ? | ? | i | -14.7% | -0.6% | -0.9%
COc1ccc2oc(C)c(NC(C)=O)c2c1 | i | 1.3 | -25.6% | 2.5% | -1.2% | i | 5.3% | -0.3% | -0.6%
O=c1[nH][nH]c(-c2ccccc2)c1C=Nc1ccc(Cl)cc1 | i | 0.0 | -30.2% | -9.0% | -10.5% | i | 0.0% | 1.8% | 2.8%
CCOc1ccc2nc(NC(=O)CN3C(=O)NC4(CCCC4)C3=O)sc2c1 | i | 1.6 | -7.5% | 3.4% | 2.8% | i | 2.4% | -1.1% | 2.1%
CCOc1ccccc1NC(=O)CN1C(=O)CC(c2ccco2)Sc2ccccc21 (stereo unspecified) | i | . | -28.9% | 0.4% | -2.5% | . | -26.3% | . | 7.0%
CCCCN1C(=O)C(O)(c2c(C)[nH]c3ccccc23)c2cc(Br)ccc21 (stereo unspecified) | . | . | -100.2% | -2.7% | . | . | -1.6% | . | 0.4%
COC(=O)c1cc(C(=O)OC)cc(N2C(=O)CC(NNC(=O)c3ccccc3Br)C2=O)c1 (stereo unspecified) | i | -0.8 | 0.6% | 0.0% | 19.9% | i | 9.6% | 0.0% | 0.1%
O=C(CN1CCC(n2nnc3cc(F)ccc32)CC1)NC1CCCCC1 | i | 0.4 | -27.0% | 4.3% | 0.0% | i | -15.8% | 0.5% | 0.8%
COc1cccc2cc(C(=O)Nc3ccc(C)cc3)c(=O)oc12 | ? | . | -21.3% | 6.5% | 3.2% | . | ? | . | ?
CC1CCCCC1NC(=O)NC(=O)CCl (stereo unspecified) | i | -0.8 | -43.0% | -9.7% | -21.1% | i | -0.5% | -0.5% | 14.1µM*
